Mm-Cpn inhibitor: inhibitors of Methanococcus maripaludis chaperonin (MmCpn); purified Mm-Cpn ATPase, ADP Transcreener TR-FRET; Potency, µM (series often up to 76.9 µM), without a hit: top-dose activity, negative = inhibition, actives largely listed as inhibitors; hit rate 0.031% among 330,000; also: potency is read from the fitted curve at half-maximal effect; % is scaled to controls: 0 for no effect and ±100 for the full control effect; nearly all actives have a fitted effect of over 80% in size
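ATP (10 uM final) was added to archaeal chaperonin (25 nM final) after 10 min exposure to test compound at 37°C; after 30 min further incubation, ADP was detected by competitive TR-FRET.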
EPAC1 antagonist: blocks human EPAC1 exchange factor; EPAC1 GEF assay, Rap1b-BODIPY-GDP exchange fluorescence; Potency, µM (doses to about 115 µM), inactives show at the top dose activity change, negative = inhibition, actives largely listed as inhibitors; hit rate 0.14% among 360,000; O95398;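 also: potency is read from the fitted curve at half-maximal effect; plate controls were vehicle for no effect and positive control for full effect; nearly all actives have a fitted effect of over 50% in size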
EPAC2 antag: blocks human EPAC2 exchange factor; hit rate 0.18% among 360,000; Potency, µM (top dose mostly 114 µM), for inactives: at the highest dose activity, negative = inhibition, actives largely listed as inhibitors; EPAC2 GEF exchange of Rap1B-BODIPY-GDP, fluorescence; Q8WZA2; AID 720708; also: potency is read from the fitted curve at half-maximal effect; % is scaled to controls: 0 for no effect and ±100 for the full control effect; nearly all actives have a fitted effect of over 45% in size; many of its hits are not listed in these tables
Target sequence (Q8WZA2 whole entry, looked up): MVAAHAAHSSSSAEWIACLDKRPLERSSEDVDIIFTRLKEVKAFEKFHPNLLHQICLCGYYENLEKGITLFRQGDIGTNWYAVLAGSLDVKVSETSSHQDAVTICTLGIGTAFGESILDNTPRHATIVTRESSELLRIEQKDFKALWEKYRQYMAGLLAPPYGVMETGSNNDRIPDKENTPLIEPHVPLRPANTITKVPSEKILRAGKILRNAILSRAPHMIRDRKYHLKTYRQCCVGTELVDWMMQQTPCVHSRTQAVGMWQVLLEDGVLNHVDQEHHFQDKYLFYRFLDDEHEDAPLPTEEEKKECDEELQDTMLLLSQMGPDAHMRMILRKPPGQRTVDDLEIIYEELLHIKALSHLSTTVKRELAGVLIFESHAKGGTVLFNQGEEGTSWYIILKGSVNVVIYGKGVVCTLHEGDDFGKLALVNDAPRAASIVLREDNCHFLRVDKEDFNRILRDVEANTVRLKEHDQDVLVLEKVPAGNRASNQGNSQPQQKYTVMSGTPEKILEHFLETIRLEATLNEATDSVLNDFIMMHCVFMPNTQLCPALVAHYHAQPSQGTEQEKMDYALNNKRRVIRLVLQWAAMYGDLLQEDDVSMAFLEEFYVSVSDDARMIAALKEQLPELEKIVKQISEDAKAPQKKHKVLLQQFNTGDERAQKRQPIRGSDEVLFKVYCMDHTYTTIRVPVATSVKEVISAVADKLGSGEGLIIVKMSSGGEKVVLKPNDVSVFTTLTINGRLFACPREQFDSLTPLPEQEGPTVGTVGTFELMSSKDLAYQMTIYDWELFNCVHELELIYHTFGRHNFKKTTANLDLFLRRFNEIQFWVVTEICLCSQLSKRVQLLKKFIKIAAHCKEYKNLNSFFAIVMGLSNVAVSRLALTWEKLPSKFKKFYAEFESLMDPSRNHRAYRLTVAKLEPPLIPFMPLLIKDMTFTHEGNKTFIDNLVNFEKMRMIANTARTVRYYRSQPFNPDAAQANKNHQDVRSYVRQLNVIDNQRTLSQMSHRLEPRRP
PLK1 PBD block: inhibitors of human PLK1 polo-box domain binding. hit rate 2.8% among 360,000. P53350. Plk1 PBD binding of FITC phosphopeptide, fluorescence polarization. Potency, µM, for inactives: max response, negative = inhibition, usual class: inhibitors; also: potency is read from the fitted curve at half-maximal effect; series mostly up to about 57 µM; % is scaled to controls: 0 for no effect and ±100 for the full control effect; nearly all actives have a fitted effect of over 65% in size
WRN inhibitor: inhibitors of human WRN helicase; AID 651768; hit rate 0.46% among 360,000; Potency, µM (top dose mostly 114 µM), for the others: at the top dose activity change, negative = inhibition, most hits filed as inhibitors; WRN helicase unwinding, fluorescent forked duplex, kinetic; Q14191; also: potency is read from the fitted curve at half-maximal effect; % is scaled to controls: 0 for no effect and ±100 for the full control effect; nearly all actives have a fitted effect of over 55% in size
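Primary qHTS, 1536-well format. 20 nM WRN + compound, 15 min RT; start with 100 nM forked fluorophore/quencher duplex, 2 mM ATP (final); kinetic read ex 525/em 598 nm.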
PI5P4Ka inh: blocks human PI5P4K alpha kinase activity; max response, %; PI5P4Kalpha enzyme, ADP-Glo luminescence, 60 min; stronger effect = lower value; hit rate 1.2% among 330,000; P48426; AID 652105; active = max response of -50% or lower; inconclusive = between -30% and -50%; inactive = -30% or higher; also: value at the top dose of about 77 µM; % is scaled to controls: 0 for no effect and ±100 for the full control effect
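Single end-point luminescence (ADP-Glo) quantified ADP from PI5P4Kalpha turnover; ATP 5 microM final, 1 h at RT, 0.1% CHAPS and 0.28 mM EGTA in HEPES pH 7.4.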
EPAC1 agonist: activates human EPAC1 exchange factor; Potency, µM (top dose mostly 154 µM), without a hit: at the highest dose activation, most hits filed as activators; hit rate 0.073% among 360,000; EPAC1 agonist qHTS, biochemical assay; response scale: 100% = response to 6.5 mM cAMP; AID 720707; O95398; also: potency is read from the fitted curve at half-maximal effect; nearly all actives have a fitted effect of over 60% in size
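Nucleotide exchange assay: 100 nM EPAC1 with 250 nM Rap1B loaded with BODIPY-GDP and 50 uM GDP, room temperature. Fluorescence (480/540 nm) read every 5 min for 30 min; signal change normalized to 6.5 mM cAMP as full agonist.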
CCT chaperon mod: modulators of cytosolic chaperonin (CCT/TRiC) activity. purified chaperonin ATPase assay, HTRF ADP detection, 30 min. hit rate 0.3% among 360,000. AID 651819. activity change, % (no concentration beside the values), hits read low; in the data active = activity change below about -30%; also: % is scaled to controls: 0 for no effect and ±100 for the full control effect
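TRiC at 40 or 20 nM final (batch-dependent) in 30 mM Tris pH 7.4, 100 mM KCl, 5 mM MgCl2, 1 mM DTT, with compound at single 76 uM and 10 uM ATP, 30 min at 37 deg C. ADP detected by HTRF Transcreener, 665/615 ratio.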
* hit, by the source's call; ? = inconclusive; . = no result given; [ ] = another dose, or the depositor's remark. Unless noted, calls follow the shape of the dose curve; as a rule, active = well fitted curve in the direction sought with a large enough effect; inconclusive = small, poorly fitted or top-dose-only effect, or another doubt; inactive = no such curve, though single readings can be large; an effect the other way counts as inactive or inconclusive. Some of the compounds tested (hit frequency here may not be typical).

SMILES	PLK1 PBD block	CCT chaperon mod	EPAC2 antag	Mm-Cpn inhibitor	EPAC1 antagonist	WRN inhibitor	EPAC1 agonist	PI5P4Ka inh
Cc1ccc(CN2CC[C@H]3C=CCc4cccc(c43)C2)cc1	4.1%	0.2	-0.4%	1.4%	11.6%	7.8%	2.1%	-1.4
CCCCOc1cccc(OCC(=O)Nc2nc3ccccc3[nH]2)c1	5.2%	1.5	15.5%	2.1%	14.4%	-19.9%	-5.4%	2.7
CC(NC(=O)c1ccc(Cl)cc1)C(=O)N1CCCCC1 (configuration not stated)	-11.1%	0.1	0.7%	0.0%	1.5%	4.2%	7.1%	-4.9
Cn1cc([N+](=O)[O-])c(C(=O)Nc2ccc(Br)cn2)n1	-5.3%	-4.1	-3.8%	1.5%	-2.6%	0.0%	2.4%	.
CCN(C(=O)c1coc(=O)c(Br)c1)c1ccc2c(c1)OCO2	-19.0%	-0.4	4.5%	-3.2%	1.0%	-16.4%	9.9%	.
Cc1nn(C)c(C(=O)N/N=C/c2ccccn2)c1[N+](=O)[O-]	2.3%	0.5	2.6%	-2.0%	-9.5%	4.4%	-4.6%	1.2
COCCn1c(C)cc(/C=C2/NC(=O)N(Cc3ccc(C)cc3)C2=O)c1C	-1.1%	-3.0	14.9%	-0.1%	13.1%	-32.6%	-5.3%	-6.9
CCOc1ccc2nc(S(=O)(=O)NC(=O)C3(C)CCN3C(=O)c3cc(C)n(C)n3)sc2c1 (configuration not stated)	1.4%	0.1	-0.3%	.	-8.1%	-1.4%	-1.1%	-5.8
Cc1nc(C)c(-c2csc(Nc3ccc(N)cc3)n2)s1	-14.4%	-1.6	-5.9%	-11.7%	-4.4%	-8.1%	2.6%	-0.1
COC(=O)CNC(=O)C12CC3CC(C1)CC(c1ccc(C)cc1)(C3)C2	2.0%	-1.9	-5.8%	1.0%	-0.7%	-5.2%	-4.0%	6.3
O=C(Nc1nnc(-c2ccccc2SCc2ccccc2)s1)Nc1ccccc1F	-9.2%	0.6	8.7%	-19.2%	0.3%	3.0%	-2.0%	-5.0
CCC(=O)Nc1cc2c(C)cc(=O)oc2cc1C	-4.3%	1.6	8.4%	-4.2%	3.3%	4.6%	-13.2%	-3.5
CCOc1ccc(C(=O)Cc2cc3cccc(OC)c3oc2=O)cc1	-2.2%	0.8	-3.5%	0.1%	-2.9%	7.4%	-2.5%	-2.8
Cc1ccc(NC(=O)c2cccc(S(=O)(=O)N3CCCC3)c2)nc1	-4.5%	-0.2	-0.7%	1.7%	-0.4%	2.7%	-3.5%	-8.9
O=C(NCc1ccccn1)C1CCN(S(=O)(=O)c2ccccc2C(F)(F)F)CC1	0.5%	1.2	16.2%	1.0%	0.8%	-7.5%	-3.4%	-3.1
COc1ccccc1-c1ccc2nnc(SC)n2n1	-3.1%	-0.3	-12.3%	?	-6.8%	-3.7%	6.1%	5.6
O=C(CSc1nnc(-c2ccco2)n1Cc1ccccc1)OC1CCCCC1	-9.7%	-1.5	-4.0%	2.4%	-2.2%	-10.7%	9.2%	5.3
Cc1occc1C(=O)N/N=C/C=C/c1ccc(N(C)C)cc1	-7.8%	2.3	6.1%	-5.8%	19.2%	-0.4%	-1.1%	-3.5
CC(C)CCn1c(SCCc2ccccc2)nc2c1c(=O)[nH]c(=O)n2C	?	1.9	-5.9%	-2.1%	-5.2%	-11.1%	-0.5%	-1.3
CCS(=O)(=O)N1CCC(C(=O)NCCN2CCN(Cc3ccccc3)CC2)CC1	-4.3%	4.9	-2.1%	0.2%	-4.4%	-1.3%	11.5%	.
O=C(OCc1c(F)cccc1Cl)c1cnc2ccccc2n1	-8.2%	0.1	0.3%	-5.1%	-0.5%	-35.8%	-2.0%	-19.6
CC(C)(C)n1nnnc1CN(Cc1ccc(F)cc1)Cc1ccco1	-1.5%	-0.3	-25.4%	2.5%	-3.3%	-16.3%	9.9%	.
Cc1cc(C)c(OCC(=O)OCC(=O)NCCC2=CCCCC2)c(C)c1	2.1%	-0.8	-11.8%	-3.8%	4.9%	-2.2%	-12.6%	12.6
CCN(CC)C(=O)c1sc2nc(-c3ccc(OC)cc3)cn2c1C	3.7%	1.0	2.0%	-1.7%	2.7%	-4.8%	3.9%	-0.3
CCOC(=O)N1CCN(C(=O)C[C@@H]2C[C@@]3(C(=O)OCC)CCC=C3N(Cc3ccc(Cl)cc3Cl)C2=O)CC1	-7.3%	-10.9	-22.1%	.	-13.6%	-7.2%	-5.9%	13.4
O=C(CNC(=O)c1ccco1)N/N=C/c1c[nH]c2ccccc12	-5.0%	-1.4	1.5%	0.7%	-25.4%	3.1%	16.9%	-4.4
O=C(NNC(=O)c1ccccc1O)c1ccco1	-10.1%	-0.6	-3.9%	3.7%	-0.3%	3.6%	1.8%	1.0
COc1ccccc1C(=O)Nc1ccc(N2CCN(S(C)(=O)=O)CC2)cc1	-7.0%	-1.1	9.6%	-1.5%	15.8%	5.5%	1.6%	-6.3
C[C@H](CO)N1C[C@H](C)[C@@H](CN(C)C(=O)CC2CC2)Oc2cc(Br)ccc2S1(=O)=O	-8.7%	-6.1	7.0%	.	5.0%	-2.4%	-15.1%	-0.3
CCCc1c(OCCCCc2nn[nH]n2)ccc(C(C)=O)c1O	-20.5%	-3.4	?	-1.3%[15.4 µM]	0.0%	-4.8%	-26.6%	0.2
O=C(Nc1ccc(Cl)cc1)C1C2C=CC3(O2)C1C(=O)N(CCN1CCCCC1)C3C(=O)NC1CCCCC1 (configuration not stated)	-7.2%	-1.8	0.4%	1.4%	3.4%	2.1%	5.6%	-0.7
CC(C)CNS(=O)(=O)c1ccc(CCC(=O)NCc2ccncc2)cc1	-8.1%	-3.2	-1.5%	0.0%	-13.1%	7.4%	-3.5%	0.5
O=C(/C(=C/c1ccc(Cl)cc1)c1nc2ccccc2[nH]1)c1cccs1	-11.4%	-0.8	0.9%	-5.8%	-8.7%	-5.9%	19.7%	-4.1
Cc1cc(C)n2nc(C(=O)OCC(=O)N(CCC#N)c3ccc(F)cc3)nc2n1	-10.0%	-5.1	-7.6%	-0.5%	-5.1%	-3.9%	8.5%	1.6
O=C(CCOc1ccccc1)OCC(=O)c1cc2ccccc2o1	-0.4%	-1.6	-7.3%	0.5%	?	-29.2%	1.1%	?
Cc1cc(C(=O)OCC(=O)N2CC(C)CC(C)C2)c(C)o1 (configuration not stated)	-20.3%	0.1	14.4%	-1.6%	13.2%	0.5%	-7.8%	3.3
O=S(=O)(Cc1ccc(Cl)cc1)NCC1CCCO1 (configuration not stated)	-2.5%	-1.5	1.4%	-0.7%	2.3%	-8.4%	3.6%	.
CC(=O)NCCOc1cccc2ccccc12	-3.5%	-2.3	-2.7%	1.2%	-7.7%	0.7%	4.0%	.
Cc1nn(CC(=O)NCCCN2C(C)CCCC2C)c(=O)c2cc3occc3n12 (configuration not stated)	?	-0.4	3.0%	-4.8%	-8.9%	3.6%	1.5%	-1.7
CC(NC(=O)OCc1ccccc1)C(=O)Oc1cc2oc(=O)cc(-c3ccccc3)c2cc1Cl (configuration not stated)	-21.5%	0.5	6.7%	-3.5%	-5.9%	-34.3%[57.1 µM]	-9.2%	-61.8*
O=C1c2ccccc2C2=Nc3ccccc3SC(c3ccc(Cl)cc3)C12 (configuration not stated)	-16.6%	0.8	-0.4%	-1.0%	-10.1%	-8.4%[57.1 µM]	-4.2%	-0.2
CC(=O)NCC1(c2ccccc2)CCN(CC2COc3ccccc3O2)CC1 (configuration not stated)	-4.7%	1.0	1.1%	.	-3.7%	3.0%[57.1 µM]	-0.7%	-0.5
Cc1cnc(NC(=O)CSC(=S)N2CCOCC2)s1	-2.4%	0.3	9.4%	4.4%	0.5%	0.5%	0.8%	7.8
O=C(CC(=O)Nc1cc(Cl)ccc1Cl)Nc1cc(Cl)ccc1Cl	1.2%	0.7	3.1%	-0.9%	13.2%	-2.9%	-2.1%	?
COc1cc(C(=O)NCC(c2cccs2)N2CCOCC2)ccc1OCc1ccccc1 (configuration not stated)	-11.2%	-0.5	-7.1%	.	-24.1%	-1.0%	0.6%	1.7
COc1ccc(-c2[nH]ncc2CN(C)C(C)c2ccon2)cc1F (configuration not stated)	-21.1%	1.5	4.3%	2.6%	-18.7%	9.7%	-13.3%	1.9
O=c1cn[nH]c2ccc(Br)cc12	-2.7%	-0.1	8.6%	.	8.8%	0.7%	1.1%	1.8
Cn1nc(C(C)(C)C)cc1NC(=O)C1(C)CCN1C(=O)Cc1ccc(-c2ccccc2)cc1 (configuration not stated)	-5.0%	0.1	-22.1%	.	-12.8%	-8.0%	-1.6%	26.1
CC(C)(C)NC(=O)C(OC(=O)c1cccs1)c1ccc(F)cc1 (configuration not stated)	3.8%	0.7	15.1%	1.1%	7.0%	7.0%	-8.5%	0.3
CCCn1c(=O)c(C(=O)NCc2cccnc2)c(O)c2ccccc21	-13.2%	0.8	-9.0%	-8.0%	1.1%	0.0%	7.3%	.

New compounds follow
SMILES	PLK1 PBD block	CCT chaperon mod	EPAC2 antag	Mm-Cpn inhibitor	EPAC1 antagonist	WRN inhibitor	EPAC1 agonist	PI5P4Ka inh
COc1ccc(S(N)(=O)=O)cc1C(=O)NCC(C)(C)N1CCCCC1	-0.3%	-0.1	0.6%	-0.1%	13.6%	-1.7%	-2.6%	-6.3
O=c1c2ccccc2c(-c2ccccc2)nn1Cc1c(Cl)cccc1Cl	-1.4%	0.7	-20.2%	0.0%	-21.5%	-13.0%	15.3%	.
O=C(c1c(F)cccc1F)N1CCN(c2cccc(C(F)(F)F)c2)CC1	3.0%	-1.6	-3.5%	-13.9%	-10.4%	4.2%	6.0%	3.0
Nc1sc(-c2ccccc2)n[n+]1Cc1cccc2cccnc12	1.0%	-3.2	-12.2%	-3.1%	-5.5%	-1.5%	-1.2%	-0.5
CC(=O)Oc1c(C)c(=O)n(C)c2ccccc12	-10.6%	-2.8	2.7%	-1.6%	5.4%	-0.9%	8.0%	0.7
CC1CCCCN1C(=O)COC(=O)/C=C/c1ccc2ccccc2n1 (configuration not stated)	-1.7%	1.0	-13.5%	0.3%	-2.4%	-7.9%	15.1%	-0.3

Screens as filed in PubChem BioAssay.
